Screening results (PubChem BioAssay)
AmpC no deterg = AmpC beta-lactamase inhibition without detergent. Potency, µM (titrated, usually from 57.1 µM), inactives show at the top dose activity change, negative = inhibition, actives largely listed as inhibitors. AmpC nitrocefin hydrolysis, absorbance 480 nm, 0.0001% Triton. P00811. AID 485341. hit rate 0.52% among 330,000;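 further: potency means the concentration at half of the fitted maximal effect; plate controls were no compound for no effect and no enzyme for full effect; nearly all actives have a fitted effect of over 20% in size; some results filed as inactive show a strong effect at the top dose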
Target sequence (P00811 whole entry, looked up): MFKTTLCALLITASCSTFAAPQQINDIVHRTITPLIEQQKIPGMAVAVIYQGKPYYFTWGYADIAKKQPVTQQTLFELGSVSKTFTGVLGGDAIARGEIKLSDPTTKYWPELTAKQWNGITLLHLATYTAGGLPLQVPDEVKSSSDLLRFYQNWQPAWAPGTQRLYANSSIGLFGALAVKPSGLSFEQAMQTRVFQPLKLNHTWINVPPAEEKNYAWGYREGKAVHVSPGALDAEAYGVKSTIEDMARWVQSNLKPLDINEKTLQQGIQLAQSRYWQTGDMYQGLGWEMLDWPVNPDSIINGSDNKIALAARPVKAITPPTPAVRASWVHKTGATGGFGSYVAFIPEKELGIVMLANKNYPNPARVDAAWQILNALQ
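AmpC (5.3 nM in the dispensed reagent) in 20 mM phosphate pH 7.0 with 0.01% (detergent screen) or 0.0001% Triton X-100 was preincubated with compounds for 15 min at room temperature. Nitrocefin was then added from an 800 uM solution, and hydrolysis was followed at 480 nm.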
AmpC inh detg = blocks E. coli AmpC beta-lactamase in detergent assay. Potency, µM (doses to about 114 µM), without a hit: at the highest dose activity change, negative = inhibition, hits mostly inhibitors. P00811. hit rate 0.041% among 370,000. AID 485294. AmpC hydrolysis of nitrocefin, absorbance 480 nm, 0.01% Triton;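 further: potency means the concentration at half of the fitted maximal effect; 0% = no-compound wells and -100% = no-enzyme wells; nearly all actives have a fitted effect of over 25% in size; some results filed as inactive show a strong effect at the top dose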
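20 mM phosphate pH 7.0 + 0.01% (detergent screen) or 0.0001% Triton X-100; 5.3 nM AmpC reagent; cpd preinc 15 min RT; nitrocefin (800 uM stock) to start; A480 q20 s × 4 min; Activity was normalised to no-enzyme and no-compound control wells.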
LmPK inh = inhibitors of Leishmania mexicana pyruvate kinase; purified LmPK, Kinase-Glo ATP luminescence, 1 h; AID 1721; Potency, µM (doses to about 57.5 µM), without a hit: at the highest dose activity change, negative = inhibition, hits mostly inhibitors; hit rate 0.37% among 290,000; further: potency means the concentration at half of the fitted maximal effect
Target sequence (Q27686 whole entry, looked up): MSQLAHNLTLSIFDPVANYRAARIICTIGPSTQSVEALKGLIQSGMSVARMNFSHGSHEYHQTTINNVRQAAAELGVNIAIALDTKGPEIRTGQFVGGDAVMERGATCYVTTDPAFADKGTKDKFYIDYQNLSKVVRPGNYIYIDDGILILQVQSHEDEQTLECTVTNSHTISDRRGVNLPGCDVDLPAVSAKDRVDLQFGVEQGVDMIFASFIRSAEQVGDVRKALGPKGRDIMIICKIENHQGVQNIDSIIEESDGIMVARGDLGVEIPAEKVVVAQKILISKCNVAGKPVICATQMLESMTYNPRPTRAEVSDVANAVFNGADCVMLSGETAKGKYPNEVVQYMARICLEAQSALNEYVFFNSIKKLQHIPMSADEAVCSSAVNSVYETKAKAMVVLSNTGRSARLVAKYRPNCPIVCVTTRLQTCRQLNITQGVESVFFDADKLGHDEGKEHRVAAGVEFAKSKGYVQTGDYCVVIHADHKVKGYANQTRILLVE
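qHTS format; LmPK 0.1 nM; substrates PEP 0.5 mM and ADP 0.1 mM. One-hour room-temperature incubation, then coupled luciferase luminescence; 0.5 nM enzyme wells mark activation.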
Sm TGR inh = S. mansoni TGR enzyme inhibition; hit rate 3% among 360,000; Q962Y6; purified TGR, DTNB reduction, TNB absorbance 405 nm; Potency, µM (doses to about 114 µM), inactives show top-dose activity change, negative = inhibition, actives largely listed as inhibitors; further: potency means the concentration at half of the fitted maximal effect; nearly all actives have a fitted effect of over 60% in size
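Kinetic colorimetric format: TGR-catalysed, NADPH-driven DTNB reduction monitored via TNB absorbance. Enzyme dispensed at 20 nM; compound exposure 15 min at room temperature before reaction start.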
TbPYK inhibitor = inhibitors of Trypanosoma brucei pyruvate kinase; hit rate 0.12% among 410,000; Q57TT1; TbPYK enzyme, Kinase-Glo Plus ATP luminescence, 45 min; Potency, µM (series often up to 76.8 µM), for inactives: at the top dose activity, negative = inhibition, actives largely listed as inhibitors; further: potency means the concentration at half of the fitted maximal effect; nearly all actives have a fitted effect of over 50% in size
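Readout: single end-point luminescence (Kinase-Glo Plus, 10 min). Reaction conditions were TbPYK/substrate plus 130 uM ADP, 45 min at RT, pH 7.2 TEA buffer. No-enzyme wells served as controls, and data were normalized before concentration-response fitting.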
AMA1 RON2 block = disrupts binding of P. falciparum AMA1 to RON2. AlphaScreen AMA1-biotinylated RON2 peptide binding. Potency, µM (series often up to 58.2 µM), for inactives: at the highest dose activity change, negative = inhibition, usual class: inhibitors. hit rate 0.2% among 360,000;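 further: potency means the concentration at half of the fitted maximal effect; 0% = vehicle wells and -100% = peptide control; nearly all actives have a fitted effect of over 45% in size; some results filed as inactive show a strong effect at the top dose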
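AMA1 (3D7) with his tag at 25 nM final met compounds first, then biotinylated RON2 peptide at 25 nM; detection used donor plus acceptor beads, 10 µg/mL apiece, read by AlphaScreen after 30 min at room temperature.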
HCMV antiviral = blocks human cytomegalovirus replication | HFF cells, HCMV-luciferase reporter, 72 h; active compounds read low | activity change, negative = inhibition, % at 57.5 µM | hit rate 4.5% among 410,000; in the data active means activity change below about -60%; inconclusive means no clear call, values can overlap the other calls; inactive means above about -39%
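Steps: HFFs plated, 16 h 37C; compounds added; HCMV-luciferase added to MOI 1 PFU/cell; 72 h 37C; OneGlo reagent, 5 min room temperature; luminescence read, normalized to controls.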
Numbers without * were called inactive; ? = inconclusive; . = no result given; [ ] = another dose, or the depositor's remark. Unless noted, the call rests on the fitted dose curve; in most records, active means well fitted curve in the direction sought with a large enough effect; inconclusive means small, poorly fitted or top-dose-only effect, or another doubt; inactive means no such curve, though single readings can be large; an effect the other way counts as inactive or inconclusive. Unless noted, on the % scale 0 is the no-effect control and ±100 the full control effect.

SMILES | AmpC no deterg | AmpC inh detg | LmPK inh | Sm TGR inh | TbPYK inhibitor | AMA1 RON2 block | HCMV antiviral
CCOc1ccc(C2Nc3cccc4cccc(c34)N2)cc1OC | -34% | -10% | -7% | 25µM* | -5% | -10% | -9
CCCC(=O)Nc1nnc(CCc2ccccc2)s1 | 1% | ? | -7% | 7% | 2% | 3% | 8
Cn1c2ccccc2c(=O)c2ccc(F)cc21 | -15% | 2% | -1% | 6% | 3% | 17% | -30
CCCNC(=O)CSc1ccc(S(=O)(=O)N(C)C2CCCCC2)cn1 | . | . | . | . | 1% | -8% | 16
Cc1ccccc1NC(=O)/C(C#N)=C\c1cccnc1 | -3% | 5% | 5% | 3% | -6% | 1% | 20
CCC(=O)N1c2ccc(S(=O)(=O)N3CCN(c4ccccc4)CC3)cc2CC1C (stereo unspecified) | . | -2% | . | 4% | -9% | . | -21
COc1ccc(NC(=O)C(=O)NCCC2CCCCN2S(=O)(=O)c2cccs2)cc1 (stereo unspecified) | -23% | 1% | . | -2% | 5% | 2% | ?
COc1ccc(-n2c(SCC(=O)NC3CCCCC3)nc3ccsc3c2=O)cc1 | -14% | ? | 0% | 12% | -2% | 20% | -25
N#C/C(=C\c1c[nH]c2ccccc12)C(=O)NC1CCCC1 | -43% | 1% | 10% | 1% | 3% | 14% | 21
COC(=O)C(O)(CC(=O)Nc1cc(Cl)ccc1Cl)C(F)(F)F (stereo unspecified) | -25% | -1% | -4% | -16% | -7% | 2% | -10
Cc1ccc2nc(N(Cc3cccnc3)C(=O)c3ccco3)sc2c1 | . | 0% | . | 4% | -7% | . | -6
Nc1nonc1-n1nnc(C(=O)N/N=C/c2cccc(F)c2)c1CN1CCCCCC1 | . | . | . | . | -1% | 10% | ?
CCc1ccc2c(c1)cc(CN(C(=S)Nc1ccccc1Cl)C1CC1)c1nnnn12 | ? | 1% | -2% | -2% | 1% | -2% | -9
CN(C)c1ccc(P(=O)(OCc2ccccc2)C(O)c2ccc(Br)cc2)cc1 (stereo unspecified) | 34% | -13% | 2% | 0% | -4% | -15% | 16
CCOc1c(OC)cccc1C1CC(=O)Nc2cc(OC)c(OC)cc21 (stereo unspecified) | -20% | ? | 2% | 5% | 2% | 11% | -35
Cc1cccc(C(=O)Nc2cc(S(=O)(=O)N3CCOCC3)ccc2N2CCCC2)c1 | 3% | -9% | . | -7% | 0% | 17% | 3
O=C(Nc1cccc(S(=O)(=O)N2CCOCC2)c1)c1cccc(S(=O)(=O)N2CCCCC2)c1 | -13% | ? | . | 2% | 2% | 2% | -34
Cc1cc(C)cc(C(=O)NCC(=O)NCCc2c[nH]c3ccccc23)c1 | 11% | -5% | 4% | -6% | -4% | -6% | 41
COc1ccc(S(=O)(=O)N2CCN(C(=O)c3cccc(Cl)c3)CC2)cc1 | 23% | ? | -1% | -4% | 1% | -3% | -26
COc1ccc(C(=O)Cn2c3ccccc3n3nc(CCC(=O)O)c(=O)nc23)cc1OC | -11% | -1% | 4% | 2% | 1% | -1% | 22
Nc1cc(=O)[nH]c(SCCSc2cc(Cl)ccc2Cl)n1 | -39% | 3% | 0% | -2% | 6% | -15% | 16
CN(Cc1ccccc1)C1CCNCC1 | -6% | ? | 4% | -1% | 3% | -1% | 0
O=C(CN1CCN(C(=O)C2CCC2)CC1)Nc1ccc(F)cc1 | -10% | 7% | . | 1% | -2% | 0% | -3
O=C(CSc1nc2ccccc2c(=O)n1NC(=O)Cc1ccccc1)NCc1ccccc1Cl | -36% | -2% | -1% | 4% | -6% | -3% | -25
COc1ccccc1C(NC(=O)C1CCCCC1)c1c(O)ccc2ccccc12 (stereo unspecified) | -14% | -12% | 1% | -1% | -5% | 10% | -102*

Filtered by structure, the compounds so far with a cyano group
SMILES | AmpC no deterg | AmpC inh detg | LmPK inh | Sm TGR inh | TbPYK inhibitor | AMA1 RON2 block | HCMV antiviral
Cc1ccccc1NC(=O)/C(C#N)=C\c1cccnc1 | -3% | 5% | 5% | 3% | -6% | 1% | 20
N#C/C(=C\c1c[nH]c2ccccc12)C(=O)NC1CCCC1 | -43% | 1% | 10% | 1% | 3% | 14% | 21

More compounds follow.
SMILES | AmpC no deterg | AmpC inh detg | LmPK inh | Sm TGR inh | TbPYK inhibitor | AMA1 RON2 block | HCMV antiviral
O=C(Oc1ccc(Cl)cc1N1C(=O)CCC1=O)c1ccco1 | -1% | 0% | 3% | -5% | 1% | -1% | 2
CCCCSc1nnc(C)c(=O)[nH]1 | 0% | -8% | -5% | 1% | -1% | 6% | -21
Cc1cc(C)n(-c2ccc(N3CCOCC3)nn2)n1 | -18% | 0% | -18% | 4% | -9% | 1% | 77
COC(=O)c1ccccc1NC(=O)c1nc(-c2ccc(Cl)cc2)n2c1CCCCC2 | . | 3% | . | -3% | 0% | . | 8
COc1ccc(N=Cc2ccc[nH]2)cc1 | -2% | -1% | 10% | -3% | 3% | 0% | 16
CCn1c(=O)cc(OCC(=O)NC2CCCCC2)c2ccccc21 | 5% | 1% | -3% | 2% | -1% | 0% | 124
O=C1N=C(N2CCN(c3ccccc3)CC2)S/C1=C\c1ccco1 | 4% | -7% | -7% | 22µM* | -4% | -6% | -12
Cc1nnc(NC(=O)CSc2nnc(-c3ccoc3C)n2CC(C)C)s1 | 12% | -13% | -3% | -17% | -11% | 12% | -7
COc1ccc2c(c1)CC(C(=O)NCc1ccc(F)cc1)CO2 (stereo unspecified) | . | 18% | . | -1% | 2% | . | -13
COc1cc(C(=O)O)cc(NC(=O)c2ccco2)c1OC | 3% | 0% | 0% | 11% | 5% | -5% | 2
O=C(NCCc1ccccc1)C1CCCN1S(=O)(=O)c1cccc2nsnc12 (stereo unspecified) | -3% | 3% | 0% | -4% | 1% | 9% | -4
Cc1ccnc(SCC(=O)N2CCN(C(c3ccccc3)c3ccccc3)CC2)n1 | 92%[activator] | ? | 12% | 2% | ? | 13% | -9
CCOC(=O)C[C@H]1c2ccc(C(F)(F)F)cc2S(=O)(=O)N1C1CCCC1 | . | . | . | . | -2% | 13% | -29
O=C(CSc1nnc(Nc2ccccc2)s1)NCCN1C(=O)CSC1=O | -22% | -1% | 1% | -3% | -20% | -15% | 21
C#CCOCCOCCOCCNc1nc(N2CCN(C(=O)[C@H]([C@@H](C)CC)n3cc([C@@H](N)CC(C)C)nn3)CC2)nc(N2CCN(C(=O)[C@H](Cc3ccc(O)cc3)n3cc([C@@H](N)CC(C)C)nn3)CC2)n1 | 164%[activator] | -2% | 1% | 0% | 0% | -8% | 24
Cn1cccc1CC(=O)N/N=C/c1ccc(Cl)cc1 | -27% | -7% | -6% | ? | -1% | -2% | 60
Cc1c(C(=O)O)cccc1-n1c(C)cc(/C=C2\C(=O)NC(=O)N(c3ccc4c(c3)OCO4)C2=O)c1C | -21% | ? | 0% | 14µM* | -13% | 8% | -10
CS(=O)(=O)Nc1ccccc1C(=O)N1CCN(c2ccccc2)CC1 | -15% | -3% | 0% | -17% | . | . | 32
CCS(=O)(=O)N1CCN(c2ccc(C(=O)NC34CC5CC(CC(C5)C3)C4)cc2[N+](=O)[O-])CC1 | -19% | -7% | 0% | -1% | -7% | 7% | -23
Cc1ccc2c(c1)NC(c1cccs1)C1=C(CC(C)(C)CC1=O)N2 (stereo unspecified) | -9% | -4% | 0% | 1% | 3% | 6% | 21
COc1ccc(CNC(=O)COC(=O)[C@@H]2CCCN2C(=O)c2cccs2)cc1 | -1% | . | . | . | -4% | -14% | 12
COc1cccc2c1CCc1c-2nc2ccccc2c1C(=O)O | -12% | 2% | 0% | 0% | 4% | 11% | 89
Cc1ccc(N2C(=O)c3oc4cc(C)c(C)cc4c(=O)c3C2c2cccc(O)c2)nc1 (stereo unspecified) | . | 21% | . | 0% | 3% | . | 7
COc1ccc(OCC(=O)N2CCN(Cc3cc(=O)n4nc(-c5ccc(OC)cc5)sc4n3)CC2)cc1 | . | -4% | . | -5% | 1% | . | -3
CCN(CC)c1ccc(C(=O)OCC(=O)Nc2ccccc2-c2ccccc2)cc1 | -29% | -8% | -4% | 5% | 3% | 4% | -12

Record cards (already shown):
Record of Cc1ccnc(SCC(=O)N2CCN(C(c3ccccc3)c3ccccc3)CC2)n1 : AmpC no deterg = 92%[activator]; AmpC inh detg = ?; LmPK inh = 12%; Sm TGR inh = 2%; TbPYK inhibitor = ?; AMA1 RON2 block = 13%; HCMV antiviral = -9
Record of CCCCSc1nnc(C)c(=O)[nH]1 : AmpC no deterg = 0%; AmpC inh detg = -8%; LmPK inh = -5%; Sm TGR inh = 1%; TbPYK inhibitor = -1%; AMA1 RON2 block = 6%; HCMV antiviral = -21

The listing continues:
SMILES | AmpC no deterg | AmpC inh detg | LmPK inh | Sm TGR inh | TbPYK inhibitor | AMA1 RON2 block | HCMV antiviral
CCOC(=O)N/N=C/C=C/c1ccccc1[N+](=O)[O-] | -15% | 4% | -5% | -24% | 4% | 11% | -25
Cc1cc(C)nc(SCC(=O)NCc2ccco2)n1 | -9% | -7% | 17% | 56µM* | 3% | -12% | 28
Cc1ccc(N(CC(=O)Nc2ccccc2-c2ccccc2)S(=O)(=O)c2ccccc2)c(C)c1 | -19% | ? | -1% | 1% | -18% | 15% | ?
CCN(CC)C(=O)[C@H]1CC(CC(=O)NCCN2CCOCC2)C(=O)N2CCc3c([nH]c4ccc(OC)cc34)[C@]12C (stereo partly specified) | 86%[activator] | . | . | . | 6% | 1% | -19
CC(C)(C)CC(=O)NCc1cccs1 | -18% | -5% | 0% | 12% | 2% | -3% | -35
CC(=O)Nc1ccc(C(=O)Nc2ccc3c(c2)OCCO3)cc1 | -13% | -15% | -1% | -1% | 3% | 2% | 41
CC(C)(C)S(=O)(=O)N1C[C@H]2CC/C=C\C/C(c3ccccc3)=C\2[C@@H]1CCO | . | . | . | . | 5% | 0% | ?
C/C=C/c1ccc(OCCCCN(C)Cc2ccccc2)c(OC)c1 | 49% | -10% | -2% | -15% | 14% | ? | -8
O=c1c2ccccc2nc(-c2ccco2)n1CCc1ccc(O)cc1 | -42% | 3% | 5% | -27% | 1% | -6% | -40
c1ccc2ncc(-n3cnnn3)cc2c1 | -13% | 1% | 0% | 4% | -22% | 19% | 59
COC(=O)CCC(=O)c1ccc(OC)c(Cl)c1 | -20% | ? | . | 5% | . | . | .
Cn1cc(S(=O)(=O)NC2CCCCC2)c(=O)n(C)c1=O | -25% | ? | . | 2% | -1% | 9% | -23
